Ecoli WT growth = growth inhibitors of wild type E. coli, primary screen, strain BW25113 wild type, absorbance readout | E. coli BW25113 growth inhibition, OD600 | inhibition, % at 10 µM | 0.05% of 20,000 active | AID 552, 2006; in the data active means inhibition above about 40%;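 further: bacteria exposed to compound for 20 hours at 37 °C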
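Assay system: Bacterial strain in a whole-cell growth screen | Amount: Inoculum from a 1:1000 dilution of a 1.5 h subculture | Detection: Absorbance at 615 nm as a measure of bacterial growth | Timing: 20 h exposure, 37 °C | Buffer or medium: LB plus kanamycin 50 µg/mL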
Active calls of the source: *; & = joins results of further samples. This is a subset; the hit share may differ from the screen's.

SMILES | Ecoli WT growth
CC1=C(C)CC(C(=O)N2CCN(Cc3ccccc3)CC2)C(C(=O)O)C1 (stereo not drawn) | -14
CCN1C(=O)C2(C(C#N)=C(N)Oc3n[nH]c(C(C)C)c32)c2ccccc21 (stereo not drawn) | -2
COC(=O)CCCC(=O)Nc1ccc(Cl)c(Cl)c1 | -11
N#C/C(C(=O)c1ccccc1)=C1/CCCN1 | 5
COc1ccccc1CC1(C)NC(=O)N(CC(=O)Nc2cc(C)on2)C1=O (stereo not drawn) | 5
CC(C)(C)c1ccc(OCC(=O)NC2CCS(=O)(=O)C2)cc1 (stereo not drawn) | -20
CCOc1ccc(Nc2nc(C)cc(C)c2C#N)cc1 | 2
Cc1ccccc1NC(=O)N1C2CCCC1CC(NC(=O)C1CC1)C2 (stereo not drawn) | -2
COc1ccc(C)cc1NC(=O)C1CC(=O)OC12CCCCC2 (stereo not drawn) | -17
CCOCCCNCC(=O)N1CCN(S(=O)(=O)c2ccc(C)cc2)CC1 | -1
OC(CCCN1CCC(O)(c2ccc(Cl)cc2)CC1)c1ccc(F)cc1 (stereo not drawn) | -4
CCOC(=O)CS(=O)(=O)c1nc(-c2ccccc2)cc(C(F)(F)F)n1 | -10
COc1cc(C2C3=C(CC(C)(C)CC3=O)Nc3c2c(=O)[nH]c(=O)n3Cc2ccccc2)ccc1O (stereo not drawn) | 1&2
Cc1cc(Cl)cc2c1NC(=O)[C@]21[C@@H]2C(=O)N(Cc3ccccc3)C(=O)[C@@H]2[C@@H]2CCCN21 | -2
CCc1cc2c(NC(C(=O)O)C(C)C)ncnc2s1 (stereo not drawn) | -20

Overlap with the part before: 5 compounds, followed by the next part.
SMILES | Ecoli WT growth
OC(CCCN1CCC(O)(c2ccc(Cl)cc2)CC1)c1ccc(F)cc1 (stereo not drawn) | -4
CCOC(=O)CS(=O)(=O)c1nc(-c2ccccc2)cc(C(F)(F)F)n1 | -10
COc1cc(C2C3=C(CC(C)(C)CC3=O)Nc3c2c(=O)[nH]c(=O)n3Cc2ccccc2)ccc1O (stereo not drawn) | 1&2
Cc1cc(Cl)cc2c1NC(=O)[C@]21[C@@H]2C(=O)N(Cc3ccccc3)C(=O)[C@@H]2[C@@H]2CCCN21 | -2
CCc1cc2c(NC(C(=O)O)C(C)C)ncnc2s1 (stereo not drawn) | -20
O=C(NCc1cccnc1)c1ccc2c(c1)OCO2 | 0
O=C(c1cccc(C(F)(F)F)c1)N1CCCC1 | 22
COC(=O)C1=C(N)OC2=C(C(=O)CCC2)C1c1cccs1 (stereo not drawn) | 2
Cn1c2c(c(=O)n(C)c1=O)C(CC(=O)Nc1ccccc1)C(=O)N2 (stereo not drawn) | -2
COc1cc(S(=O)(=O)NCCN2CCOCC2)c(OC)cc1Cl | 5
CCOC(=O)c1sc2nc(N3CCCC3)c3c(c2c1N)CC(C)(C)OC3 | -10
Cc1cc(Nc2ccccc2)nc(-c2ccccc2O)n1 | -5
COc1ccc(/C(O)=C2/C(=O)C(=O)N(CC3CCCO3)C2c2cccc(OC)c2)cc1 (stereo not drawn) | -2
Cc1ccc(C(=O)N2CCN(C(=O)c3ccc(C)c(C)c3)C(C)C2)cc1C (stereo not drawn) | -1
Cc1noc(C)c1CSc1nc2[nH]ncc2c(=O)n1-c1ccccc1 | 1
O=C(c1cc2cc(Cl)cc(Cl)c2oc1=O)N1CCOCC1 | -4
CC(C)C(=O)Nc1cc(C(F)(F)F)ccc1N1CCOCC1 | -14
CCCn1c(=O)c2ccccc2n2c(SCc3cc(=O)n4ccsc4n3)nnc12 | 8
O=C(O)Cc1ccc(-c2ccccc2)cc1 | -4
O=C(Nc1ccc(C(=O)N2CCCC2)cc1)c1ccccc1F | -15

In a second layout: 2 of the compounds above
COC(=O)CCCC(=O)Nc1ccc(Cl)c(Cl)c1
  Ecoli WT growth = -11
CCOC(=O)CS(=O)(=O)c1nc(-c2ccccc2)cc(C(F)(F)F)n1
  Ecoli WT growth = -10

The main list resumes, starting 5 compounds before the break.
SMILES | Ecoli WT growth
O=C(c1cc2cc(Cl)cc(Cl)c2oc1=O)N1CCOCC1 | -4
CC(C)C(=O)Nc1cc(C(F)(F)F)ccc1N1CCOCC1 | -14
CCCn1c(=O)c2ccccc2n2c(SCc3cc(=O)n4ccsc4n3)nnc12 | 8
O=C(O)Cc1ccc(-c2ccccc2)cc1 | -4
O=C(Nc1ccc(C(=O)N2CCCC2)cc1)c1ccccc1F | -15
CN(C)c1cccc2c(S(=O)(=O)Nc3ccccn3)cccc12 | -2
COc1ccccc1-c1nnc(SCC(=O)OC(C)C)o1 | -21
Cn1nc(C(=O)NCC2CCCO2)c2ccccc2c1=O (stereo not drawn) | -15
CN(C)S(=O)(=O)N(CC(=O)Nc1ccccc1C(F)(F)F)c1ccccc1 | -24
CCn1cc(C(=O)OCc2cccc(Br)c2)c(=O)c2ccc(C)nc21 | -19
COCCNC(=O)CN1CCN(C(c2ccccc2)c2ccccc2)CC1 | 9
COc1cccc(C2=CC(c3ccc(C)cc3)n3ncnc3N2)c1 (stereo not drawn) | -24
CCCc1cn(S(=O)(=O)c2ccc(OC)cc2OC)nc1N | -5
COc1cccc(OC)c1OCCNCCO | 20
CCOC(=O)N1CCN(c2c(NCCCOC(C)C)c(=O)c2=O)CC1 | 0
O=C(CSc1nc(-c2ccccc2)nc2c1CCCC2)N1CCOCC1 | -15
COc1ccc(C)cc1-n1nnnc1SCC(=O)NC(=O)NCc1ccco1 | -2
Cc1ccc(-c2cc(C(=O)NCC3CCCO3)no2)cc1 (stereo not drawn) | -14
O=C1c2ccccc2C(=O)N1Cc1nc2ccccc2c(=O)n1CCN1CCOCC1 | -2
COC(=O)C1=C(C)NC2=C(C(=O)CCC2)C1c1coc2ccccc2c1=O (stereo not drawn) | -1
Cc1cc(C)nc(SC2=CS(=O)(=O)c3ccccc32)n1 | -1
CCOC(=O)C1CCCN(S(=O)(=O)c2ccc(Br)c(OC)c2)C1 (stereo not drawn) | -18
CCCOc1ccc(N2CC(C(=O)Nc3ccccc3C(=O)NCc3ccco3)CC2=O)cc1 (stereo not drawn) | -16
COc1ccc(Cl)cc1S(=O)(=O)N1CCN(C(=O)c2ccco2)CC1 | 2
Cc1ccc(-c2[nH]n3c(=O)c4c(nc3c2C)CCCC4)cc1 | -24
COc1ccc(S(=O)(=O)N(C)CC(=O)Nc2ccccc2SC)cc1 | -12
C=CCn1c(SCC(=O)N2CCOCC2)nc2sc3c(c2c1=O)CCCC3 | -24
CC(C)(CO)NC(=O)CCCOc1ccc(Cl)cc1Cl | 0
CCOc1ccc(NS(=O)(=O)c2ccc(OCC(=O)NCCCOC)cc2)cc1 | 1
O=C(NCC(=O)N1CCC(N2CCCCC2)CC1)C1CCCCC1 | 3
O=C(c1cccc2c1C(=O)N(Cc1cccnc1)C2)N1CCN(c2ccccc2)CC1 | 0
COC(=O)Nc1sccc1C(=O)Nc1sccc1C(=O)OC | -4
Cc1oc2c(CN3CCOCC3)c(O)ccc2c(=O)c1-c1ccc(Br)cc1 | -1
O=C(CN1CCSCC1)N1CCc2[nH]c3ccc(Br)cc3c2C1 | -1
Cn1c(N2CCCC2)nc2c1c(=O)n(Cc1cccc(F)c1)c(=O)n2C | -22
COCC(=O)Nc1ccc(Nc2ccccc2)cc1 | -22
CSc1n[nH]c(NCc2cccs2)n1 | -24
NC(=O)CCn1nc(-c2ccc(Cl)cc2)c2ccccc2c1=O | -20
CCCCc1cc2c(c(NC(C)=O)n1)c(=O)oc1ccccc12 | 4
CC(=O)c1ccc(N2CCN(C(=O)c3ccco3)CC2)c(F)c1 | -18
O=C(CSc1nnc(Cc2ccccc2)n1C1CCCCC1)N1CCOCC1 | -4
Cc1ccccc1CSc1nnc(C)c(=O)[nH]1 | 12
CN(C(=O)C1CCOC1)c1nnc(-c2cccnc2)s1 (stereo not drawn) | 16
CCN(CC)c1ccc2c(c1)C(=O)N(C)C2=O | -1
Nn1c(SCC(=O)Nc2ccccc2)nnc1-c1cccnc1 | -5
CCCOc1cccc(OCCSc2nc(C)cc(=O)[nH]2)c1 | 4
O=C(CCN1C(=O)C2CC=C(Cl)CC2C1=O)N1CCCCC1 (stereo not drawn) | -3
O=C(CSc1nnc2ccccn12)NCCN1C(=O)CSC1=O | 1
Cc1c(C)n(C(=O)CN2CCC(C(N)=O)CC2)c2ccccc12 | -16
CCOc1ccc(OCc2ccc(C(=O)NCc3ccncc3)o2)cc1 | 0
C=C(C)COc1ccc2c(C)c(CC(=O)OC)c(=O)oc2c1C | -12
O=C(CSc1nnc(-c2ccncc2)n1-c1ccc(F)cc1)NC(=O)NCc1ccco1 | 1
CC(C)N(Cc1ccccc1)S(=O)(=O)N(C)C | -15
Cc1cccc(-c2nnc(-c3ccc(N)cc3)o2)c1 | 5
CCSc1ncc(Cl)c(C(=O)Nc2ccc(S(=O)(=O)Nc3onc(C)c3C)cc2)n1 | -20
COC(=O)NCCOc1cc(C)ccc1C | 1
CS(=O)(=O)Nc1ccc(C(=O)N2CCCCC2)cc1 | -12
Cc1ccccc1C(=O)Nc1cccc(N)c1 | -27
CCCCCCCCNC(C)C(O)c1ccc(SC(C)C)cc1 (stereo not drawn) | 13
COc1ccc(N2C(=O)CC(NC34CC5CC(CC(C5)C3)C4)C2=O)c(OC)c1 (stereo not drawn) | -13
Cc1cc(/C=N/n2cnnc2)c(C)n1-c1cccc(Cl)c1 | -3
Cc1cc(C(=O)N2CCCc3ccccc32)no1 | 1
CC(NC(=O)c1cccc(C(F)(F)F)c1)C1CCCO1 (stereo not drawn) | 1
O=C(Nc1cccnc1)Nc1ccccn1 | 6
O=C(Cn1nc(C(F)F)cc1C1CC1)NCCC1=CCCCC1 | -25

The list goes on.
SMILES | Ecoli WT growth
COc1ccc(NC(=O)CSC2=C(C#N)C(c3ccco3)C3=C(CCCC3=O)N2)c(OC)c1 (stereo not drawn) | 11
c1ccc2c(c1)[nH]c1nc(SCCN3CCOCC3)nnc12 | 5
CCOC(=O)c1cnc(SCc2ccccc2)nc1N | -16
CS(=O)(=O)N(CC(=O)O)c1cc(Cl)cc(Cl)c1 | -17
Cc1ccc(N2CC(C(=O)Nc3ccc4c(c3)OCCO4)CC2=O)cc1 (stereo not drawn) | -13
c1ccc(Cn2c(Sc3nnnn3-c3ccccc3)nnc2-c2ccccc2)cc1 | -19
COc1cc2nc(C3CCC3)n(NC(=O)C3CCCC(OC)C3)c(=O)c2cc1OC (stereo not drawn) | 7
COc1ccc(C)cc1S(=O)(=O)N1CCCC(C(=O)NCC2CCCO2)C1 (stereo not drawn) | -14
COCCn1c(C)cc(C(=O)CSc2nc(C)nc3sc4c(c23)CCC4)c1C | -17
CCCn1c(SCC(=O)Nc2ccccc2C(=O)OCC)nc2c1c(=O)n(C)c(=O)n2C | -5
Cc1cc(C)n(C(=O)c2cccc(S(=O)(=O)N3CCCC3)c2)n1 | -16
CCN(CC)CCOC(=O)C1(C2CCCCC2)CCCCC1 | 3
CCCN(CCC)S(=O)(=O)c1ccc(C(=O)Nc2nnc(-c3cccc(OC)c3)o2)cc1 | 17
CCCCS(=O)(=O)NC1=NCN(C2CCN(Cc3ccccc3)CC2)CN1 | -4
COC(=O)c1ccc(C(=O)OC)c(NC2=NS(=O)(=O)c3ccccc32)c1 | -21
CC1CCN(C(c2ccc(N(C)C)cc2)c2nnnn2Cc2ccc(F)cc2)CC1 (stereo not drawn) | -27
OC1CN=C2CCCc3c2n(c2ccc(Cl)cc32)C1 (stereo not drawn) | -5
CN1CCN2c3ccccc3Cc3ccccc3C2C1 (stereo not drawn) | 3
Brc1ccc(-c2nnc3sc(CN4CCC5(CC4)OCCO5)cn23)cc1 | 7
O=C(c1sc2ccccc2c1Cl)N(Cc1cccs1)C1CCS(=O)(=O)C1 (stereo not drawn) | 1
COc1ccc(NC(=O)CSc2nnc(C(C)C)n2N)cc1 | -14
O=S(=O)(Nc1nc2ccccc2nc1N1CCN(c2ccccn2)CC1)c1ccc(Cl)cc1 | -17
Cc1cc(C)nc(SCc2nc(N)nc(-c3ccccc3O)n2)n1 | -18
COC(=O)c1ccc2c(=O)n(NC(C)=O)c(=S)[nH]c2c1 | -13
CCCN1C2CCCC1CC(NC(=O)c1ccccc1F)C2 (stereo not drawn) | -2
Cc1cc(NC(=O)Cc2c(F)cccc2Cl)no1 | -9
COc1cc(-c2nc(S(=O)(=O)c3ccccc3)c(N3CCOCC3)o2)cc(OC)c1OC | -8
COC(=O)c1ccccc1NC(=O)c1cccs1 | -10
CC(C)n1c(NCc2c[nH]c3ccccc23)nc2ccccc21 | 18
CC(=O)NCCc1ccc(S(=O)(=O)N(C)C2CCS(=O)(=O)C2)cc1 (stereo not drawn) | -16
CCN1CCN(c2nc(C)nc3c2sc(=S)n3C)CC1 | 11
COc1ccc(NC(=O)C2CC(=O)OC2(C)C)cc1 (stereo not drawn) | 5
Cc1nnc2n(CCc3ccccc3)c(=O)c3c4c(sc3n12)CCCC4 | -17
CSc1cccc(NC(=O)CN(C)S(=O)(=O)c2ccccc2)c1 | 2
c1ccc(-c2nnc(OCCN3CCOCC3)c3ccccc23)cc1 | -1
O=C(Nn1cnnc1)c1cc2c(s1)CCCCC2 | -18
Cc1nn2c(nc1=O)SCC(c1ccccc1)=N2 | 1
CCOC(=O)c1[nH]nc(-c2c(O)cc(C)cc2O)c1-c1csc(C)n1 | 6
COC(=O)COc1ccc(S(=O)(=O)NCCC2=CCCCC2)cc1C | -15
CCc1cc(=O)oc2cc(C)cc(OC(=O)c3ccco3)c12 | -10
COC(=O)CCC(=O)Nc1ccc(Cl)c(Cl)c1 | -20
CC1CN(S(=O)(=O)c2cccc(-c3cn4ccccc4n3)c2)CC(C)O1 (stereo not drawn) | -19

Screens deposited in PubChem by SRMLSC.
